Screening results deposited in PubChem by Broad Institute.
CFTR F508del cor – F508del CFTR correction, initial screen, CFBE line, single point; 350,000 compounds, 0.36% hits; AID 720511, 2013; CFBE cells, YFP halide quenching; stimulated with forskolin plus potentiator P3; % fluorescence drop versus neutral controls; activity (quench increase), % at 7.58 µM;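 active means mean added fluorescence quench of at least 8% versus neutral control, with both replicates also reaching 8%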;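 further: cells transiently co-express mutant CFTR-F508del with the halide-sensitive YFP; corrector assay measuring rescue of mutant channel to the surface after 24 h compound exposure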
miR122 inh – miR-122 Renilla sensor signal increase in Huh7, primary screen, miR-122 inhibitor project, cell-based, single point, plate reader | Huh7 miR-122 Renilla luciferase sensor, 48 h; neutral wells = 0, positive control = 100 | 340,000 compounds, 0.3% hits | activation (reporter increase), % at 12.5 µM;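 active means mean replicate activation score at least 90 and every replicate individually at or above 90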;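 further: higher luciferase means less miR-122 activity so hits act as miR-122 inhibitors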
C2C12 statin – suppressors of statin myotoxicity in C2C12 myotubes, primary screen, cell-based, single point, plate reader; C2C12 myotubes + simvastatin, ATP luminescence, 48 h; scaled: DMSO 0, geranylgeraniol control 100; rescue of ATP level, % at 7.49 µM; 330,000 compounds, 0.78% hits; AID 602340, 2012;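 active means mean ATP rescue above about 67%, or every replicate alone reaching that limit, limit read from the data, passing the limit was not always enough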;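 further: myotubes were challenged with 10 µM simvastatin during compound exposure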
INS-1E GSIS act – GLuc luminescence reporter in INS-1E cells, primary screen for activators of glucose-dependent secretion of insulin. INS-1E GLuc reporter insulin secretion, 2-3 h. activation, % at 16.6 µM. 370,000 compounds, 0.61% hits;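 active means lowest replicate activation of at least 40%, so every replicate reaches that level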;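 further: 0% = median of neutral control wells and 100% = median of IBMX positive control wells; some compounds called inactive have numbers as strong as hits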
FN deposit inh – inhibitors of fibronectin matrix deposition, primary screen, AH1F cells, Alexa488-fibronectin fluorescence, plate reader | AH1F fibroblasts, overnight | inhibition, % at 12.6 µM | 350,000 compounds, 0.086% hits;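 active means mean inhibition across replicates of 30% or more, regardless of how many single replicates reach that level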;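 further: positive control wells lacked labelled fibronectin entirely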
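test system = AH1F fibroblasts assembling fluorescent fibronectin matrix | quantity = 10000 AH1F cells per well | buffer or medium = DMEM plus 2% serum, read in PBS | doses = single dose, pinned | incubation = 1 h cell attachment, overnight exposure to compound and label | detection = fluorescence at 485 nm excitation, 525 nm emission | read-out basis = inhibition from reduced deposited-fibronectin fluorescence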
Cneo AK release – Cryptococcus neoformans cell lysis inducers, primary screen, AK release luminescence, single concentration; C. neoformans lysis, adenylate kinase release luminescence, 4 h; normalised: neutral wells 0, clomiphene wells 100; lysis activity, % at 15 µM; 360,000 compounds, 0.2% hits;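 active means mean lysis activity across replicates of at least 80%, whatever share of replicates individually reach that level; inactive means mean lysis activity below 80%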
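Material: C. neoformans cells; Schedule: 4 h static compound exposure, 37 °C, read 1 h post-reagent; Measured by: adenylate kinase release luminescence; Read-out: signal increase indicating cell lysis; Controls: Clomiphene as positive lysis control.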
PGC1a acetyl inh – inhibitors of PGC1a acetylation signal, primary screen, cell-based, U2OS, AlphaScreen, inhibitor mode. AlphaScreen anti-acetyl-lysine; with virally co-expressed GCN5 acetyltransferase. 350,000 compounds, 0.17% hits. inhibition, % at 15.6 µM;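 active means every replicate shows inhibition of at least 40%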;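 further: 0% = neutral control wells and 100% = positive control wells; some results beyond the cut were filed as inactive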
PglD DTNB – C. jejuni PglD acetyltransferase inhibitors, primary screen, biochemical, DTNB colorimetric, single point; 360,000 compounds, 0.098% hits; AID 602405, 2012; inhibition, % at 12.5 µM; purified PglD enzyme, DTNB colorimetric CoA detection; UDP-N-acetylbacillosamine N-acetyltransferase PglD (Campylobacter jejuni); in the data active means inhibition above about 16%, passing the limit was not always enough; further: strong numbers were not always called active
* hit, by the source's call; nt = no result given; & = joins results of further samples; [ ] = dose if it differs, or a comment.

SMILES	CFTR F508del cor	miR122 inh	C2C12 statin	INS-1E GSIS act	FN deposit inh	Cneo AK release	PGC1a acetyl inh	PglD DTNB
Cc1ccc(C(=O)N/C(=C/c2ccco2)C(=O)N2CCOCC2)cc1	-0.9	-4	-5	5	6	-2	1	1
C[C@H](CO)N1C[C@H](C)[C@H](CN(C)S(=O)(=O)c2ccc(F)cc2)OCCCC[C@H](C)Oc2ccc(NC(=O)CCCCCC(=O)Nc3ccccc3N)cc2C1=O	2.4	-2[16.7 µM]	52	-11	-5	4	3	5
CCOC(=O)c1cnn(-c2ccccc2)c1-c1ccccc1	nt	3	3	nt	nt	-1	1	-1
CCn1ncc(S(=O)(=O)NCc2ccco2)c1C	0.1	-4	nt	-13	nt	-1	4	0
CCOc1ccc(/C=N/NC(=O)Cc2csc(Nc3cccc(C(F)(F)F)c3)n2)c(OCC)c1	nt	nt	4	-31	nt	1	nt	7
Oc1ccc(COCc2ccccc2)c2cccnc12	nt	-14	-21	nt	3	0&1	-11	-1&5
Cc1ccc(C(=O)CCC(=O)OCC(=O)NNC(=O)c2ccc([N+](=O)[O-])cc2)cc1	-4.0	0	7	3	3	-2	0	0
COc1ccc(S(=O)(=O)N(C)C[C@H]2OCCCC[C@H](C)Oc3ccc(NC(=O)Nc4ccc(F)cc4)cc3C(=O)N([C@H](C)CO)C[C@H]2C)cc1	-1.1&-0.2	-8	-4&-13	-5&-44	6&5	8&-1	16&7	2&4
C[C@H]1CN([C@@H](C)CO)C(=O)c2cc(NC(=O)CCC(F)(F)F)ccc2O[C@@H]1CN(C)C(=O)Nc1cccc2ccccc12	-0.9	-6[16.7 µM]	9	3	nt	-6	-3	-2
CCc1ccc(NC(=O)COC(=O)/C(=C/c2ccccc2OC)c2ccccc2)cc1	nt	-3	0	-8	3	nt	nt	nt
COc1ccc(Br)cc1C(=O)NC(=S)Nc1c(C)n(C)n(-c2ccccc2)c1=O	0.8	nt	-10	10	-1	-1	nt	4
CCCOC(=O)CN1C(=O)c2ccccc2C1=O	nt	2	5	nt	nt	-1	-9	2
CSc1sc(C(=O)NNC(C)=O)c2c1C=CCC2	-1.6	3	nt	nt	-3	1	-4	4
O=C(C[C@H]1C[C@@H]2c3cc(NC(=O)C4CCOCC4)ccc3O[C@@H]2[C@@H](CO)O1)NCCN1CCCCC1	-0.2	6[16.7 µM]	1	6	nt	4	-3	0
N#Cc1ccccc1NC(=O)CSc1n[nH]c(-c2ccco2)n1	2.5	6	-9	20	-7	2	nt	6
O=C(Oc1nsnc1N1CCOCC1)c1ccccc1	2.5	-7	34	5	nt	-2	8	0
Cc1cccc(-n2ncc3c(N4CCOCC4)ncnc32)c1	0.9	5	-24	27	-7	-4	7	-7
O=C(c1ccc(Cl)nc1)N1CCc2ccccc2C1	nt	-4	nt	13	nt	0	-1	-1
C[C@@H]1CN([C@H](C)CO)C(=O)c2cccc(NC(=O)NC3CCCCC3)c2O[C@H]1CN(C)C(=O)Nc1cccc2ccccc12	1.3	-5[16.7 µM]	-10	-12	-2	-2	-4	2
CN(C)S(=O)(=O)c1cccc(NC(=O)CCc2nc3sc4c(c3c(=O)[nH]2)CCCC4)c1	1.0	-8	18	nt	3	-2	3	-1
CC(C)Cn1c(SCC(=O)Nc2cccc(S(N)(=O)=O)c2)nc2ccccc2c1=O	-1.7	nt	nt	23	1	nt	8	nt
CCCCSc1nn[nH]n1	-0.1	-1	-12	37	nt	1	5	-2
O=C(CN1N=C(c2ccccc2)CCC1=O)NCc1ccccc1	-0.4	nt	nt	-5	-8	nt	4	nt
O=C(Nc1ccc(CN2CCOCC2)cc1)c1cccc(-c2cc3ccccc3oc2=O)c1	1.3	nt	nt	-13	4	nt	2	nt
CCCN(CC(=O)Nc1ccccc1C)C(=O)c1cccc(S(=O)(=O)N2CCc3ccccc3C2)c1	0.5	8	-24	-17	6	4	6	-5
NC(=O)C1CCN(c2nc3ccccc3nc2NS(=O)(=O)c2ccc(Br)cc2)CC1	-7.5	3	3	0	6	6	-6	3
Nc1nccc(N2CCCCC2)n1	-2.7	0	7	6	5	1	nt	-1
COc1ccccc1NC(=O)c1ccccc1N(Cc1ccccc1)S(C)(=O)=O	-0.4	-1	-10	-15	5	-5	5	-9
CCOC(=O)c1c(C)n(CC(O)CN(CC)CC)c2cc(Br)c(OC)cc12 (stereo not given)	1.1	2	4	68*	-4	-11	8	3
COc1ccc2oc3cc(C)[n+]([O-])c(-c4ccc(Cl)cc4)c3c2c1	nt	-8	nt	25	nt	0	-5	-1
CCOc1ccccc1N(C(=O)c1snc(C(N)=O)c1N)C(CC)C(=O)NC1CCCC1 (stereo not given)	-1.9	-8	-27	-4	4	0	3	0
Cc1cc(C)c2nc(C(F)(F)F)nc(NCCCN3CCOCC3)c2c1	nt	-7	-6	nt	2	0	-7	-2
CCN1C(=O)/C(=C\N2CCN(c3cccc(Cl)c3)CC2)SC1=S	nt	-3	-6	nt	nt	2	7	-1
O=C1c2ccccc2C(=O)N1OCCOCCOCCON1C(=O)c2ccccc2C1=O	nt	28	1	nt	4	0	-10	-2
Cc1ccc(-c2nc3ncccn3c2NC2CCCCC2)o1	nt	3	-4	nt	3	-2	3	-2
O=c1cc(CSc2nnc(COc3ccccc3Cl)o2)nc2sccn12	-0.4	nt	7	7	nt	-1	5	6
CCCCC(CC)C(=O)Nc1ccc(C#N)cc1 (stereo not given)	nt	21	10	nt	-8	1	-1	-6
CSCC[C@H](NC(=O)C1CCN(S(=O)(=O)c2ccc(C)cc2C)CC1)c1nc2ccccc2[nH]1	-0.2	nt	-3	-25	-7	0	nt	7
O=C(CSC1=NNC(c2ccccn2)S1)Nc1cccc(Cl)c1 (stereo not given)	0.2	-6	8	nt	7	2	15	5
Cc1noc(C)c1NC(=O)N[C@@H]1CC[C@H](CC(=O)NCc2ccc(Cl)c(Cl)c2)O[C@H]1CO	-2.9	-6[16.7 µM]	-2	11	1	-1	-9	1
Cc1ccc(S(=O)(=O)Nc2ccc3c(c2)C(=O)N([C@@H](C)CO)C[C@@H](C)[C@@H](CN(C)C(=O)Nc2ccc(F)cc2)O3)cc1	3.3	7[16.7 µM]	10	-9	nt	1	-5	1
C[C@H](CO)N1C[C@H](C)[C@H](CN(C)C)Oc2ccc(NC(=O)Cc3cn(C)c4ccccc34)cc2C1=O	-3.7	2[16.7 µM]	-5	-4	nt	3	-11	-10
COc1ccc(NC(=O)Nc2ccc3c(c2)C(=O)N([C@@H](C)CO)C[C@@H](C)[C@H](CN(C)C(=O)Nc2ccc(F)cc2)O3)cc1	1.3	16[16.7 µM]	-2	3	nt	32	3	0
C[C@H](CO)N1C[C@H](C)[C@H](CN(C)Cc2ccc(-c3ccccc3)cc2)Oc2ccc(NC(=O)Nc3ccccc3)cc2CC1=O	-0.8	0[16.7 µM]	9	6	nt	3	-13	-2
CC(C)(C)c1ccc(CNC(=O)C2CCCN2C(=O)Nc2ccccc2)cc1 (stereo not given)	0.9	1	-2	-12	-4	0	-3	-5
O=C(C(=S)N1CCOCC1)c1c[nH]c2ccccc12	-2.6	0	-9	-4	-10	nt	7	nt
COc1cc(N=Nc2ccccc2C(=O)O)ccc1O	-2.4	nt	-4	-18	3	1	nt	-9
COc1ccc2nc(SCC(=O)Nc3ccc4[nH]c(=O)[nH]c4c3)[nH]c2c1	-3.7	nt	0	3	4	-2	nt	0
O=C(O)c1ccc(/C=N/O)cc1	-1.0	-5	-22	17	1	-1	1	0
Cc1cccc(NC(=O)CN2CCOCC2)c1C	-2.5	-3	1	-3	3	0	nt	0

Going on with the list:
SMILES	CFTR F508del cor	miR122 inh	C2C12 statin	INS-1E GSIS act	FN deposit inh	Cneo AK release	PGC1a acetyl inh	PglD DTNB
CC1(OC(=O)CCc2ccccc2)C(=O)C=C2C=C(c3ccc(C#N)cc3)N(C3CC3)C=C2C1=O (stereo not given)	1.0	nt	1	8	-3	-7	nt	4
O=C1NCC2=C1C(c1ccccc1)Nc1ccccc1N2 (stereo not given)	nt	9	0	18	-4	3	-2	3
O=C(Cc1ccc(F)cc1)N1CCC2(CC1)NCCc1[nH]cnc12	2.2	nt	6	3	-1	-4	nt	1
CC(C)C[C@@H](CNCC(=O)[C@H](Cc1c[nH]c2ccccc12)NC(=O)c1[nH]cnc1C(=O)N[C@@H](C)CN)NC(=O)c1nc[nH]c1C(=O)N[C@@H](Cc1ccccc1)C(=O)O	-0.9	3	-6	-4	-2	3	9	-1
COCc1nc2ccccc2n1Cc1ccc(Br)cc1	nt	-7	79*	nt	nt	5	-11	12
CN(CCCC(=O)NC1CC(C)(C)NC(C)(C)C1)S(=O)(=O)c1ccc([N+](=O)[O-])cc1	-0.1	nt	nt	24	-6	nt	-1	nt
CCCCN1C(=O)C(CC(=O)NCCc2ccccn2)CC(C(=O)N(C)C)=C1C (stereo not given)	1.8	0	-3	2	4	0	0	3

Among those listed so far, these contain an aryl methoxy group.
SMILES	CFTR F508del cor	miR122 inh	C2C12 statin	INS-1E GSIS act	FN deposit inh	Cneo AK release	PGC1a acetyl inh	PglD DTNB
COc1ccc(S(=O)(=O)N(C)C[C@H]2OCCCC[C@H](C)Oc3ccc(NC(=O)Nc4ccc(F)cc4)cc3C(=O)N([C@H](C)CO)C[C@H]2C)cc1	-1.1&-0.2	-8	-4&-13	-5&-44	6&5	8&-1	16&7	2&4
CCc1ccc(NC(=O)COC(=O)/C(=C/c2ccccc2OC)c2ccccc2)cc1	nt	-3	0	-8	3	nt	nt	nt
COc1ccc(Br)cc1C(=O)NC(=S)Nc1c(C)n(C)n(-c2ccccc2)c1=O	0.8	nt	-10	10	-1	-1	nt	4
COc1ccccc1NC(=O)c1ccccc1N(Cc1ccccc1)S(C)(=O)=O	-0.4	-1	-10	-15	5	-5	5	-9
CCOC(=O)c1c(C)n(CC(O)CN(CC)CC)c2cc(Br)c(OC)cc12 (stereo not given)	1.1	2	4	68*	-4	-11	8	3
COc1ccc2oc3cc(C)[n+]([O-])c(-c4ccc(Cl)cc4)c3c2c1	nt	-8	nt	25	nt	0	-5	-1
COc1ccc(NC(=O)Nc2ccc3c(c2)C(=O)N([C@@H](C)CO)C[C@@H](C)[C@H](CN(C)C(=O)Nc2ccc(F)cc2)O3)cc1	1.3	16[16.7 µM]	-2	3	nt	32	3	0
COc1cc(N=Nc2ccccc2C(=O)O)ccc1O	-2.4	nt	-4	-18	3	1	nt	-9
COc1ccc2nc(SCC(=O)Nc3ccc4[nH]c(=O)[nH]c4c3)[nH]c2c1	-3.7	nt	0	3	4	-2	nt	0

Look-ups from the entries so far.
In FN deposit inh, `CC1(OC(=O)CCc2ccccc2)C(=O)C=C2C=C(c3ccc(C#N)cc3)N(C3CC3)C=C2C1=O` (stereo not given) reads -3
In FN deposit inh, `CN(CCCC(=O)NC1CC(C)(C)NC(C)(C)C1)S(=O)(=O)c1ccc([N+](=O)[O-])cc1` reads -6
